ELG1 genotox = inducers of genotoxicity in HEK293T ELG1-luciferase cells; HEK293T ELG1-luciferase reporter, luminescence, 16 h; Potency, µM (series often up to 46 µM), for inactives: at the top dose activity change, positive = activation, usual class: activators; actives 1.3% (n = 330,000); further: potency means the concentration at half of the fitted maximal effect; % of control where 0% means no effect; nearly all actives have a fitted effect of over 60% in size
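After overnight (16 hr) compound treatment at 37 °C, ELG1-luciferase HEK293T cells were lysed with ONE-Glo; luminescence quantified 30 min later at room temperature.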
S-ASM inh = human S-ASM enzyme inhibition. P17405. placental ASM, HMU-PC fluorogenic substrate, 60 min. Potency, µM (highest dose often 57.5 µM), for inactives: top-dose activity change, negative = inhibition, usual class: inhibitors. actives 0.006% (n = 340,000). AID 504937; further: potency means the concentration at half of the fitted maximal effect
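Human placenta-derived ASM preincubated with compound 10 min at room temperature, then reacted with 9 uM (final) fluorogenic HMU-PC substrate for 60 min at 37 C. Stop solution raises pH to 10; fluorescence read at Ex 386/Em 447 nm.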
p53 reactivator = mutant p53 re-activation in reporter cells; H1299 p53-A138V BP100-luciferase reporter, luminescence, 24 h; Potency, µM (titrated, usually from 92.2 µM), without a hit: at the top dose activity change, positive = activation, actives largely listed as activators; actives 0.063% (n = 320,000); AID 504706; further: potency means the concentration at half of the fitted maximal effect; % of control where 0% means no effect; nearly all actives have a fitted effect of over 45% in size
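p53-null H1299 cells stably carrying temperature-sensitive p53-A138V and a BP100-luciferase reporter were pinned with compounds (4-point, 1:5 series) and held 24 hrs at 37 deg C. Luminescence was read 10 min after detection reagent.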
Integrin act MD = activators of alpha7 integrin expression for muscular dystrophy | alpha7betagal myoblasts, beta-gal FDG fluorescence, 48 h | Potency, µM (titrated, usually from 38.3 µM), for the others: top-dose activation, most hits filed as activators | actives 0.064% (n = 350,000);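 further: potency means the concentration at half of the fitted maximal effect; 100% = response of the positive control SU9516; nearly all actives have a fitted effect of over 60% in size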
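Alpha7betagal+/- myoblasts (passage 13) were plated 16-24 hr, then exposed to compounds (1:260 dilution of DMSO stock) for 48 hours at 37C. After MPER lysis, β-galactosidase reporter activity was read as FDG fluorescence (ex 480/em 540) after 30 minutes.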
Eya2 phos inh = inhibitors of human Eya2 phosphatase activity. O00167. recombinant Eya2, OMFP fluorescence dephosphorylation (OMFP is methylfluorescein phosphate). Potency, µM (highest dose often 76.9 µM), for the others: top-dose activity, negative = inhibition, most hits filed as inhibitors. actives 0.006% (n = 330,000); further: potency means the concentration at half of the fitted maximal effect; on the % scale 0 is the no-effect control and ±100 the full control effect
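Eya2 (0.2 uM) preincubated 10 min at ambient with compound, then OMFP substrate added at 50 uM; 10 min reaction in 50 mM HEPES pH 7.5, 50 mM NaCl, 5 uM MgCl2, 0.05% BSA, 1 mM DTT. Fluorescence read at Ex 485/Em 525 nm.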
BRCA1 expr act = increases BRCA1 expression; MCF7-BRCA1-FFLuc reporter, luminescence, 48 h; response scale: scaled: vehicle 0%, 10 µM genistein 100%; Potency, µM (highest dose often 46.1 µM), for inactives: at the top dose activation, hits mostly activators; actives 1.1% (n = 380,000); further: potency means the concentration at half of the fitted maximal effect; nearly all actives have a fitted effect of over 80% in size; some results filed as inactive show a strong effect at the top dose
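Quantitative HTS in MCF7 cells stably reporting BRCA1 expression via firefly luciferase. Compound treatment lasts 48 h at 37 °C in phenol-red free MEM. Activation is expressed relative to genistein at 10 microM and DMSO.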
B2AR arrestin = recruits beta-arrestin to the human beta2-adrenergic receptor; P07550; beta-arrestin recruitment to beta2AR, cell-based reporter; Potency, µM (titrated, usually from 46.1 µM), inactives show top-dose activation, most hits filed as activators; actives 0.02% (n = 330,000);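 further: potency means the concentration at half of the fitted maximal effect; 0% = DMSO controls and full agonism = EC100 isoproterenol or metaproterenol; nearly all actives have a fitted effect of over 65% in size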
USP2a inh = inhibitors of human ubiquitin-specific protease USP2a. O75604. USP2 core, Ub-CHOP2 coupled fluorogenic reporter, 485/531. Potency, µM (doses to about 38.3 µM), without a hit: at the highest dose activity change, negative = inhibition, most hits filed as inhibitors. actives 0.01% (n = 330,000). AID 463254;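 further: potency means the concentration at half of the fitted maximal effect; plate controls were DMSO wells for no effect and full inhibition by NEM control for full effect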
Target sequence (O75604 whole entry, looked up): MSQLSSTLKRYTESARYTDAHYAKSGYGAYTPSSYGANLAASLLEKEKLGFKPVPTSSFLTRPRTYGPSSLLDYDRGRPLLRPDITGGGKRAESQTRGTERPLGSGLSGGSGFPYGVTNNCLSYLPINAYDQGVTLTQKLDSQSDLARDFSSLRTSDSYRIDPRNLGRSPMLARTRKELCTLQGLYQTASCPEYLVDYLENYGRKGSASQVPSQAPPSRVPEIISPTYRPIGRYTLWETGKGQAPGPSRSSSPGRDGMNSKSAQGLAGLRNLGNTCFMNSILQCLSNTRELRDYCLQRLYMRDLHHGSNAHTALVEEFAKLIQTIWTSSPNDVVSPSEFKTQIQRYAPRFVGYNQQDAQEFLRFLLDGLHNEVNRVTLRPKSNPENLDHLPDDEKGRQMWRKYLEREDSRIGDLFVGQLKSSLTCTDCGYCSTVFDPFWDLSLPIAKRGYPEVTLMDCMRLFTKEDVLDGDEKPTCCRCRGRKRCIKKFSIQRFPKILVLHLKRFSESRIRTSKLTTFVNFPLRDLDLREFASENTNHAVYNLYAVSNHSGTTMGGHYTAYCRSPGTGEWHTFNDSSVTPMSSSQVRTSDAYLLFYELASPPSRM
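Cell-free coupled assay: 10nM USP2 core preincubated 30min RT with compound in Tris-HCl pH 8.0/CaCl2/CHAPS buffer, then 25nM Ub-CHOP2 and 25nM reporter substrate; fluorescence (Ex 485/Em 531) read after 60min RT, normalized to NEM inhibition, concentration-response curves fitted.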
TRPV1 ag = agonists of human vanilloid receptor 1 (TRPV1); AID 540275; Q8NER1; actives 0.19% (n = 320,000); TRPV1-expressing cells, Fluo-8 calcium influx, agonist mode; activation, % at 8.33 µM; in the data active means activation above about 80%; inconclusive means between about 30% and that limit; further: 0% is about no effect
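Cells expressing TRPV1 were dye-loaded with Fluo-8 and read kinetically: 10 s baseline, 3 min after compound (agonist portion), then 2 min after EC20 capsaicin (allosteric enhancer portion). Calcium-bound dye fluorescence at 480/520 nm.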
uPA generation = inhibitors of cell surface uPA generation | cell surface uPA generation assay, qHTS | Potency, µM (series often up to 38.3 µM), inactives show at the top dose activity change, negative = inhibition, most hits filed as inhibitors | actives 0.31% (n = 330,000) | AID 540303; active means well fitted inhibition curve with a large enough effect; inconclusive means small, poorly fitted or top-dose-only effect; inactive means no such curve, though single readings can be large or run the other way; tested in mouse RAW 264.7 cells; further: potency means the concentration at half of the fitted maximal effect; on the % scale 0 is the no-effect control and ±100 the full control effect; nearly all actives have a fitted effect of over 55% in size
PTAP TSG101 blk = blocks PTAP/TSG101 interaction to inhibit HIV-1 budding. Q99816. Potency, µM (top dose mostly 115 µM), for inactives: at the highest dose activity change, negative = inhibition, most hits filed as inhibitors. 340,000 tested, under 10 active. Fluorescence polarization, FITC-PTAP peptide / Tsg101 binding. AID 493005; active means well fitted inhibition curve with a large enough effect in the main read-out, with a control signal flat, not every such curve was filed as active; inconclusive means small, poorly fitted or top-dose-only effect, or effect the other way, or a change in a side signal; inactive means no such curve, though single readings can be large or run the other way; further: potency means the concentration at half of the fitted maximal effect; % of control where 0% means no effect
Target sequence (Q99816 whole entry, looked up): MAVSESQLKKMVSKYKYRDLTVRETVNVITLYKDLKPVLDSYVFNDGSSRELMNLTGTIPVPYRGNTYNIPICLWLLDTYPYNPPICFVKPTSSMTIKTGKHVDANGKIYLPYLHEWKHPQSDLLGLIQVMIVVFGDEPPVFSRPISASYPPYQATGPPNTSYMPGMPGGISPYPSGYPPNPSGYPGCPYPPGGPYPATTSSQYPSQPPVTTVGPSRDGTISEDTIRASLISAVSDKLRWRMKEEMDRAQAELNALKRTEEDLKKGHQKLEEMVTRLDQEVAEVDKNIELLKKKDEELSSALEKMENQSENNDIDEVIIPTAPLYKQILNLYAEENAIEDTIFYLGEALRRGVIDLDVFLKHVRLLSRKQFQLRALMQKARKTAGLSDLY
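Tsg101 binding domain (10 uM final) was mixed with compound and a FITC-labeled PTAP peptide (50 nM final) in HEPES pH 7.5 buffer with NaCl, Tween 20, EDTA and TCEP; fluorescence polarization was read after 20 min at r.t.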
An asterisk follows results filed as active; ? = inconclusive; . = no result given; [ ] = dose if it differs, or a comment. Unless noted, the call rests on the fitted dose curve; in most records, active means well fitted curve in the direction sought with a large enough effect; inconclusive means small, poorly fitted or top-dose-only effect, or another doubt; inactive means no such curve, though single readings can be large; an effect the other way counts as inactive or inconclusive. The list is partial, so the mix of outcomes need not match the whole.

Results follow in this order: B2AR arrestin	Eya2 phos inh	uPA generation	ELG1 genotox	p53 reactivator	USP2a inh	PTAP TSG101 blk	TRPV1 ag	Integrin act MD	S-ASM inh	BRCA1 expr act
(1) C=C1C(=O)O[C@@H]2C[C@@H](C)[C@@H]3C=CC(=O)[C@@]3(C)[C@@H](OC(=O)CC(=O)O[C@H]3[C@@H]4C(=C)C(=O)O[C@@H]4C[C@@H](C)[C@@H]4C=CC(=O)[C@]43C)[C@H]12
 : -0.9%	4%	-95%	-10%	-14%	6%	-6%	-1	-41%[inhibitor]	-2%	-52%
(2) Cc1c(NS(=O)(=O)c2ccccc2)ccc([N+](=O)[O-])c1Cl
 : .	.	2%	.	.	.	-8%	.	-25%	-6%	-68%
(3) COP(=O)(OC)C(NC(=O)/C=C/c1ccccc1)C(Cl)(Cl)Cl (stereo unspecified)
 : 0.0%	5%	-1%	6%	21%	-1%	0%	10	-29%	-4%	.
(4) C#CCN1CCN(c2cccc(C(F)(F)F)c2)CC1
 : -0.4%	18%	4%	-1%	-1%	1%	0%	-9	-8%	0%	2%
(5) CC/C(=N\N1CCCCC1)c1c(O)[nH]c(=O)[nH]c1=O
 : -0.5%	-29%	2%	9%	-2%	1%	-4%	-3	33%	8%	1%
(6) CCCOc1ccc(C(C)=O)cc1Cc1c(O)[nH]c(=S)[nH]c1=O
 : -0.5%	3%	1%	-1%	2%	1%	2%	0	9%	1%	1%
(7) CC1CN=C(Nc2ccc(F)cc2)S1 (stereo unspecified)
 : -0.1%	1%	-1%	0%	15%	-1%	-10%	2	0%	1%	143%
(8) CCOC(=O)c1c(-n2c(C)cc(C=C3C(=O)NC(=O)NC3=O)c2C)sc2c1CCCC2
 : 0.2%	1%	0%	-1%	1%	2%	4%	27	-4%	-5%	-12%
(9) Cc1nc2cc(C(=O)N3CCC4(CC3)OCCO4)ccc2n1-c1cccc(F)c1
 : 0.2%	6%	-2%	1%	-2%	3%	1%	9	8%	2%	-22%
(10) COc1ccc(CCNC(=O)c2c(N)n(CCN3CCOCC3)c3nc4ccccc4nc23)cc1OC
 : 0.4%	-9%	9%	-3%	-27%	0%	-10%	?	16%	.	-44%
(11) O=c1[nH]c(=S)n(C2CC2)c(O)c1C=NCc1cccnc1
 : -1.3%	-6%	-1%	-2%	0%	1%	-2%	2	?	1%	0%
(12) OC1/C(=C/c2ccc(C(F)(F)F)cc2)N2CCC1CC2 (stereo unspecified)
 : -0.1%	-13%	0%	8%	2%	0%	-1%	0	?	3%	61%
(13) CC(C)(C)OC(=O)N(CCc1ccccc1)Cc1ccc(OCc2cccc(NC(=O)c3ccccc3)c2)cc1
 : .	.	-1%	.	.	.	?	.	9%	-4%	-32%
(14) COc1ccccc1OCCCn1cc(C(C)=O)c2ccccc21
 : -0.2%	-3%	2%	-8%	-3%	0%	-4%	1	-36%	3%	.
(15) Cn1c(=O)oc2cc(S(=O)(=O)N3CCC(C(=O)N4CCN(c5ccc(F)cc5)CC4)CC3)ccc21
 : -0.3%	-3%	?	-5%	-5%	4%	-4%	5	-10%	-3%	-19%
(16) COc1ccc(-n2c(Cc3ccccc3)nc3ccccc3c2=O)cc1
 : -0.1%	1%	14%	-6%	0%	0%	-6%	3	21%	-2%	5%
(17) Cc1c(C(c2ccc(O)cc2)c2c(O)c3ccccc3oc2=O)c(=O)n(-c2ccccc2)n1C (stereo unspecified)
 : 0.4%	12%	0%	2%	-5%	0%	0%	0	11%	4%	-3%
(18) CCOC(=O)CC1=C(C(=O)OCC)C2(C(=O)N1)C(C(=O)OC)=C(N)Oc1ccccc12 (stereo unspecified)
 : 0.2%	10%	0%	-1%	-11%	2%	-3%	2	?	1%	-4%
(19) COc1cc(/C=C/c2nc3ccccc3c(=O)n2-c2ccc(O)cc2)ccc1O
 : -0.8%	0%	0%	5%	-2%	8%	-12%	6	3%	-9%	-53%
(20) COC(=O)C1=C(c2ccc(C(C)=O)cc2)C[C@@H]2CC[C@H]1N2C(=O)NCCO
 : -0.9%	-1%	-2%	5%	-2%	1%	-4%	-2	14%	-4%	1%
(21) COc1ccc(CC2C(=O)NC(=O)N(c3ccccc3)C2=O)c(OC)c1 (stereo unspecified)
 : -0.1%	10%	1%	1%	3%	3%	-6%	1	-7%	7%	10%
(22) O=c1[nH]c(O)c(C=Nc2cccc(F)c2)c(=O)[nH]1
 : -0.2%	0%	-7%	-1%	4%	2%	-7%	-3	0%	0%	-8%
(23) CN1CCN(Cc2cc(C(C)(C)C)c(O)c(C(C)(C)C)c2)CC1
 : -0.4%	5%	-1%	-4%	12%	2%	-8%	-2	-50%[inhibitor]	0%	-10%
(24) CCn1cc(C(=O)N2CCC3(CC2)OCCO3)c(=O)c2cc(S(=O)(=O)N3CCCC3)ccc21
 : -0.2%	0%	7%	-8%	-1%	-2%	-6%	0	2%	-1%	3%
(25) Cc1cccc(-n2ncc3c(NCc4cccnc4)ncnc32)c1
 : 0.2%	-9%	?	?	?	-1%	-3%	4	-12%	-4%	2.5µM*
(26) CCC[N+]12CCC(CC1)C(C(O)(c1ccccc1)c1ccccc1)C2 (stereo unspecified)
 : -0.8%	-7%	-21%	-4%	2%	2%	0%	3	0%	5%	-5%
(27) CNC(C(=O)c1ccccc1)C(OC)c1cccc([N+](=O)[O-])c1 (stereo unspecified)
 : -0.6%	-2%	-5%	1%	-5%	-1%	0%	.	12%	4%	19%
(28) CN1CCN(c2c[nH]c(=O)[nH]c2=O)CC1
 : 2.8%	-8%	0%	0%	.	-1%	2%	3	20%	-1%	0%
(29) CCCCCCn1c(O)c(C=Nc2c(C)n(C)n(-c3ccccc3)c2=O)c(=O)[nH]c1=O
 : -0.2%	-12%	10%	2%	4%	2%	-1%	0	-15%	2%	13%
(30) Cn1cnc2cc(NC(=O)c3ccc(Cl)cc3)ccc21
 : -0.2%	-4%	-17%	?	?	1%	-2%	-3	22%	0%	.
(31) O=C1NC(=O)C(=Cc2ccc(OCCOc3ccc([N+](=O)[O-])cc3)cc2)C(=O)N1
 : 0.3%	5%	3%	2%	-6%	2%	-7%	2	6%	-11%	34%
(32) O=C(COC(=O)Cc1ccccc1)Nc1nnc(-c2ccccc2)o1
 : 0.1%	-5%	2%	-2%	3%	0%	-3%	0	0%	-2%	6%
(33) Cc1cc(NC(=O)COC(=O)c2c(C)nn(Cc3ccccc3Cl)c2Cl)no1
 : -0.2%	-11%	.	?	4%	-11%	-4%	-2	-22%	-3%	-7%
(34) Cc1ccsc1C(=O)C1CCCN(Cc2cc3ccccc3o2)C1 (stereo unspecified)
 : -0.9%	2%	15%	-7%	-2%	-4%	2%	30	-19%	-1%	-5%
(35) CC1CN1P(=S)(c1ccccc1)N1CC1C (stereo unspecified)
 : .	.	18%	.	.	.	-2%	.	4%	1%	0%
(36) Cc1ccc(-n2c(O)c(/C=N/N3CCCCC3c3cccnc3)c(=O)[nH]c2=S)cc1 (stereo unspecified)
 : -0.8%	0%	10%	2%	?	3%	4%	2	30%	-2%	2%
(37) CCC1CCCCN1CC(=O)c1ccc(OC(F)F)cc1 (stereo unspecified)
 : 6.6%	-4%	-1%	-1%	-3%	5%	-3%	-7	-9%	.	-5%
(38) CCc1ccccc1NC(=O)CSc1nnc([C@@H](N)Cc2c[nH]c3ccccc23)o1
 : 0.0%	-7%	1%	0%	-5%	-4%	0%	2	-12%	-3%	-11%
(39) CCSP1(=S)N=C(N2CCOCC2)C(C#N)=C2CCCN21 (stereo unspecified)
 : -1.8%	-4%	-3%	0%	9%	0%	-4%	14	-8%	1%	1%
(40) CC(C)CC12CN3CCN(CC(C3)/C1=N/O)C2
 : -0.2%	-14%	.	3%	5%	-7%	0%	6	11%	6%	0%

From PubChem BioAssay
